hcGAS inh – human cGAS inhibition. inhibition, % at 12.5 µM. Q8N884. recombinant h-cGAS, ATP depletion, Kinase-Glo luminescence. hit rate 0.081% among 290,000;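 note: 0% = vehicle reaction and 100% = reaction without DNA for no activity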
Target sequence (Q8N884 whole entry, looked up): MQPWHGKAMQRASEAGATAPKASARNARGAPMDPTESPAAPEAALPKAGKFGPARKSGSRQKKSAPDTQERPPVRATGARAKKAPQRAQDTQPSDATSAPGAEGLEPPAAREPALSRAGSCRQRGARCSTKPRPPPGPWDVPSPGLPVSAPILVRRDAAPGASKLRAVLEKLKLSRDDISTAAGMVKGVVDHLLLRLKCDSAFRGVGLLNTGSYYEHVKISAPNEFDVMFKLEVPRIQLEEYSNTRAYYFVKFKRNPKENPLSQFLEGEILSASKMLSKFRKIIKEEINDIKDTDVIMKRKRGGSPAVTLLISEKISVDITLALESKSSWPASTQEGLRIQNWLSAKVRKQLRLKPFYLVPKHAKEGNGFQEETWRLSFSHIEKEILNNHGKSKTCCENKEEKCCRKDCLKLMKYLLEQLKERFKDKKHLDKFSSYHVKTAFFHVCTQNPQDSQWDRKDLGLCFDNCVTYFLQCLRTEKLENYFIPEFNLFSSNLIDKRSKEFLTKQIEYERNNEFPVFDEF
NPYLR7 ag – mosquito NPYLR7 agonism | HEK293T NPYLR7/Galpha15, GCaMP6s calcium fluorescence | activation, % at 10 µM | hit rate 0.15% among 270,000; in the data active = activation above about 40%;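 note: 0% = vehicle and 100% = reference agonist at the receptor; some compounds past the cut are filed as inactive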
mcGAS lum – mouse cGAS inhibition by luminescence; Q8C6L5; recombinant cGAS, Kinase-Glo ATP depletion luminescence; inhibition, % at 12.5 µM; hit rate 0.15% among 160,000; AID 1259399;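 note: 0% = negative control wells and 100% = reference inhibitor with no enzyme activity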
Starred values were filed as active, the others as inactive; . = not tested or not shown; & = joins results of further samples. Cut-off read from the data, not from the text of the source, unless noted: active = inhibition above about 40%; inactive = the rest.

The first 4 entries (preview)
SMILES | hcGAS inh | NPYLR7 ag | mcGAS lum
O=C(COc1ccccc1)NNC(=O)c1ccc(=O)n(Cc2ccc(Cl)cc2)c1 | -6 | -13 | -11
CC1=C(C)CC(C(=O)N2CCN(C(=O)C3CCCO3)CC2)C(C(=O)O)C1 (stereo unspecified) | -7 | -10 | .
CN(Cc1nc2ccccc2c(=O)[nH]1)C(=O)c1cc2c(s1)CCCCCC2 | -4 | 2 | -6
CC(NC(=O)c1ccc(Br)o1)C1CC2CCC1C2 (stereo unspecified) | -12 | 12 | .

This part in full, repeating the preview:
SMILES | hcGAS inh | NPYLR7 ag | mcGAS lum
O=C(COc1ccccc1)NNC(=O)c1ccc(=O)n(Cc2ccc(Cl)cc2)c1 | -6 | -13 | -11
CC1=C(C)CC(C(=O)N2CCN(C(=O)C3CCCO3)CC2)C(C(=O)O)C1 (stereo unspecified) | -7 | -10 | .
CN(Cc1nc2ccccc2c(=O)[nH]1)C(=O)c1cc2c(s1)CCCCCC2 | -4 | 2 | -6
CC(NC(=O)c1ccc(Br)o1)C1CC2CCC1C2 (stereo unspecified) | -12 | 12 | .
CCOC(=O)c1nn(-c2ccc(C)cc2)c(=O)cc1OCC(=O)Nc1ccccc1C | -3 | 10 | .
Cc1ccc(CCNc2ccccc2S(C)(=O)=O)cn1 | -5 | 8 | .
COc1ccc(CCN(Cc2ccc(C)o2)C(=O)CN(CCN2CCCC2)C(=O)c2cccc(Br)c2)cc1OC | -2 | -19 | 0
COc1ccc(C)cc1C(C(=O)O)N1CCN(c2nc(C)cc(C)n2)CC1 (stereo unspecified) | -3 | -7 | .
CC(C)N(C)S(=O)(=O)N1CCCCC1C1OCCO1 (stereo unspecified) | 7 | 5 | .
COc1ccc2c(c1)c1c(c(=O)n(Cc3ccccc3)c(=O)n1CC(=O)Nc1ccc(C)c(C)c1)n2C | -7 | -11 | -8
CC1(C)CCCC(NCCSc2cn[nH]n2)C1 (stereo unspecified) | -9 | 12 | .
O=C(NCCCNC(=O)[C@H]1CCCN1C(=O)CCc1ccccc1)c1ccccc1 | -6 | 2 | -5
N#Cc1ccc(S(=O)(=O)NC(=O)COC2CCCCC2)cc1C(F)(F)F | -9 | 0 | -18
Cc1nc(SCC(=O)c2cc(C)n(Cc3ccco3)c2C)c2c3c(sc2n1)CCC3 | -8 | -3 | -9
CCOc1ccccc1C1NC(=O)NC(C)=C1C(=O)OCC(F)(F)C(F)(F)F (stereo unspecified) | 1 | -1 | -6
CN(CCOc1ccccc1)C(=O)[C@@H]1CCCN1C(=O)Nc1ccc2c(c1)OCCO2 | 5 | -4 | .
Cc1ccc2nc(SCC(=O)Nc3nc4ccccc4s3)[nH]c2c1 | -5 | -6 | -7
Cn1c(=O)c2ccn(CC(=O)O)c2n(C)c1=O | 7 | 9 | 1
C=C(C)COc1ccccc1C(=O)NCCc1nc2c(C)cccc2[nH]1 | -4 | -4 | -15
CC1(Cc2ccc(Cl)s2)C(=O)Nc2c(Cl)cccc21 (stereo unspecified) | -1 | 0 | -2
CC1CCCC(Nc2nnnn2-c2ccccc2)C1C (stereo unspecified) | -9&-1 | 0&1 | -6
Cc1noc(C)c1C(=O)Nc1ccccc1SCC(N)=O | -9 | 6 | .
CC1(C(=O)NS(=O)(=O)c2ccccc2)CCN1C(=O)Cc1ccccc1Cl (stereo unspecified) | 2 | 6 | .
CCN(CC(=O)Nc1cc(C(C)(C)C)nn1-c1ccc(Cl)cc1)C(=O)Nc1ccc(Cl)cc1Cl | -2 | 3 | -4
CCOc1cc(C2C(C(=O)OC(C)C)=C(C)NC3=C2C(=O)CCC3)cc([N+](=O)[O-])c1O (stereo unspecified) | -7 | -9 | -6
COc1ccc(C(O)(c2ccc(OC)cc2)c2ccc(CN(Cc3cccc(OC)c3OC)C(C)C)o2)cc1 | -4 | -1 | -5
CCn1nc(C)c(CNC(C)Cn2nc(C)cc2C)c1C (stereo unspecified) | -7 | 5 | .
COc1cc(C2C(C(=O)OCC(C)C)=C(C)NC3=C2C(=O)CC(c2ccccc2)C3)ccc1OCc1ccccc1 (stereo unspecified) | -8 | 3 | -5
O=S(=O)(/C=C/c1ccccc1)Nc1ccnn1C1CCCC1 | -4 | 6 | .
CC(C)c1cc(C(C)C)n(C2CCN(C(=O)c3ccc(Cl)cc3)CC2)n1 | -3 | 33 | -4

5 compounds from above, reduced to hcGAS inh and mcGAS lum.
Compound	hcGAS inh	mcGAS lum
CCOC(=O)c1nn(-c2ccc(C)cc2)c(=O)cc1OCC(=O)Nc1ccccc1C	-3	.
CCN(CC(=O)Nc1cc(C(C)(C)C)nn1-c1ccc(Cl)cc1)C(=O)Nc1ccc(Cl)cc1Cl	-2	-4
O=S(=O)(/C=C/c1ccccc1)Nc1ccnn1C1CCCC1	-4	.
CC(NC(=O)c1ccc(Br)o1)C1CC2CCC1C2 (stereo unspecified)	-12	.
CCOc1cc(C2C(C(=O)OC(C)C)=C(C)NC3=C2C(=O)CCC3)cc([N+](=O)[O-])c1O (stereo unspecified)	-7	-6

Other compounds
SMILES | hcGAS inh | NPYLR7 ag | mcGAS lum
COc1cc(/C=C2/C(=O)N(c3ccc(Cl)c(Cl)c3)N=C2C)ccc1O | -4 | -7 | 27
O=C(c1ccc(SC(F)(F)F)cc1)N1CCC2(CC1)OCCCO2 | -6 | -10 | .
Cc1cn2c3c(=O)[nH]c(=O)n(C)c3nc2n1CCN1CCc2ccccc2C1 | 0 | 1 | -9
Cc1nc(CNC(=O)c2cc(=O)c3ccccc3o2)nc2c1CCCC2 | -9 | . | -12
Cc1cc(NC(=O)COc2c(C)cc(Cl)cc2C)ccc1N1CCCC1=O | -5 | 3 | -6
CCN(CCn1cccn1)C(=O)c1sc(C)nc1C | 5 | 1 | .
Cc1cccc(C(=O)N2CCC(n3cnc4ccccc43)CC2)c1C | -5 | . | -5
COc1ccc(Nc2nnc(-c3ccc(C)cc3)c(=O)[nH]2)cc1 | -7 | 12 | .
CC(C)(C)Nc1c(-c2cccc(F)c2)nc2ccccn12 | -2 | -1 | -3
Nc1n[nH]c(C(=O)N2CCOC(C(F)(F)F)C2)c1-c1ccccc1 (stereo unspecified) | -4 | -2 | .
Cc1cccc(S(=O)(=O)NC(=O)C2(C)CCN2C(=O)C2(c3ccccc3)CC2)c1 (stereo unspecified) | -12 | 3 | .
O=C(CC1(O)C(=O)Nc2ccc(Br)cc21)c1ccco1 (stereo unspecified) | -10 | 1 | -2
CSc1cccc(CN2CCCC(CO)(Cc3cccc(Cl)c3)C2)c1 (stereo unspecified) | 0 | 5 | .
CC1CCN(c2nc3c(c(=O)[nH]c(=O)n3C)n2Cc2ccccc2F)CC1 | -1 | 8 | .
O=C(c1ccc2oc(CCc3ccccc3)nc2c1)N1CCc2[nH]ncc2C1 | -8 | 19 | .
Cc1ccc(C(O)=C2C(=O)C(=O)N(CCN3CCOCC3)C2c2ccc(Cl)cc2)cc1 (stereo unspecified) | -3 | 11 | -5
Cc1nc(CNC(=O)c2cc(C)c3nc(N)sc3c2)cs1 | -5 | -5 | .
CN(C)CCN1CC2(CCCN(c3ncnc4c3CCC4)C2)CCC1=O (stereo unspecified) | -12 | . | -6
COc1ccc(CC(=O)N2CCCN(c3nc(CC(C)C)nc4onc(-c5cccc(C(F)(F)F)c5)c34)CC2)cc1 | -3 | 11 | -3
CC1CCN(C(=O)C(C)n2cccn2)CC1 (stereo unspecified) | -3 | -4 | .
O=C(c1cn(CCc2ccccc2)nn1)N1CCCC(OCc2ccccc2)C1 (stereo unspecified) | 9 | -16 | -1
CC(=O)N[C@@H]1C[C@H](Cc2ccccc2)O[C@H](c2ccc(Cl)cc2)C1 | -2 | -3 | 0
CN(C)c1ccc(NC(=O)Nc2ccc3c(c2)c(=O)n(C)n3-c2ccccc2)cc1 | -6 | -4 | -7
O=S(=O)(Nc1ccc2nc(-c3cccc(F)c3)nn2c1)C1CC1 | 0 | 7 | -6
CCNC(=O)NC1CC(=O)N(Cc2ccccc2C(F)(F)F)C1 (stereo unspecified) | 3 | -4 | .
O=C(CCc1c[nH]c2ccccc12)NCc1cn[nH]c1-c1cccs1 | -3 | . | -1
O=C1OC(c2ccc(F)cc2)=N/C1=C\c1ccco1 | 4 | 14 | 3
O=C(CCn1ccccc1=O)N1CC[C@@H](c2ccc3c(c2)OCO3)[C@H](O)C1 | -7 | 0 | -13
COc1ccc(CC2CN(C(=O)Cc3noc4ccccc34)CCO2)cc1 (stereo unspecified) | 0 | . | -9
O=C(NC1CCCCCC1)C1CCC(CNc2c(N3CCCCC3)c(=O)c2=O)CC1 (stereo unspecified) | -10 | 5 | -5
O=C(Nc1ccc2c(c1)OCO2)N1CCN(c2ccc3nnc(C4CC4)n3n2)CC1 | -4 | -1 | -6
O=C1C2C3C=CC(C4CC34)C2C(=O)N1c1ccccc1F (stereo unspecified) | -4 | 1 | -2
CCCc1ncncc1C(=O)N1CCC(N2CCCC(C(=O)NC3CC3)C2)CC1 (stereo unspecified) | -10 | 21 | .
CCn1cc(C(CC(=O)N2CCN(c3cccc(C(F)(F)F)c3)CC2)c2cccc(Cl)c2)c2ccccc21 (stereo unspecified) | 0 | 7 | -3
Cc1cc(NC(=O)CSc2nnc(C3CC3)n2C2CC2)no1 | -6 | 5 | .
CCCCCn1c(=N)c(C#N)cc2c(=O)n3ccccc3nc21 | -5 | 9 | .
O=C(c1ccccc1F)N1CCc2c(c(C(=O)N3CCOCC3)nn2CCCc2ccccc2)C1 | 0 | 19 | -5
CCc1nc(C2CN(C3CC(C)OC3=O)CCO2)n[nH]1 (stereo unspecified) | -3 | 4 | .
CCn1c(C2CCCN(C(=O)C(=O)c3cccnc3)C2)nn(C)c1=O (stereo unspecified) | -4 | 2 | -8
O=S(=O)(Nc1nc2ccc(F)cc2s1)c1ccccc1C(F)(F)F | -1 | 0 | -4

A second format for three compounds above.
Each structure is followed by: hcGAS inh	NPYLR7 ag	mcGAS lum
CCn1nc(C)c(CNC(C)Cn2nc(C)cc2C)c1C (stereo unspecified)
    -7	5	.
CN(CCOc1ccccc1)C(=O)[C@@H]1CCCN1C(=O)Nc1ccc2c(c1)OCCO2
    5	-4	.
C=C(C)COc1ccccc1C(=O)NCCc1nc2c(C)cccc2[nH]1
    -4	-4	-15

The results go on.
SMILES | hcGAS inh | NPYLR7 ag | mcGAS lum
COC(=O)C1=C(C)N(c2ccc(C(=O)O)cc2)C(=O)NC1c1ccccc1 (stereo unspecified) | 0 | -3 | .
N#CC1C(=N)Oc2n[nH]c(-c3ccc4c(c3)OCO4)c2C1c1ccccc1Br (stereo unspecified) | -10 | 1 | .
COc1ccc(-c2nc(CSc3c(Cl)cccc3Cl)cs2)cc1OC | -4 | 2 | -6
CCc1cc(NC2CCCC2C#N)nc(-c2ccncc2)n1 (stereo unspecified) | -5 | -4 | .
CCCCOc1ccccc1-c1cc2c(SCC(=O)Nc3ccc(C(C)=O)cc3)nccn2n1 | -6 | 1 | -10
Cc1nc2ncccc2cc1C(=O)N1CCC2(CCNC(=O)CC2)CC1 | -2 | 55* | .
Cc1nc(-c2cccc(F)c2)nc(N2CCN(C(=O)COc3ccccc3)CC2)c1C | -9 | . | -5
COc1ccc(N(C)C(=O)C(C)NC(=O)CC2CCCCC2)cn1 (stereo unspecified) | -7 | 1 | .
O=C(Nc1nnc(C2CC2)s1)c1cc2c(s1)CCCC2 | -5 | 15 | .
O=C(c1ccccc1)C1CCN(C(=O)C2CCC(=O)N(CCN3CCOCC3)C2)CC1 (stereo unspecified) | 3&-9 | 4&1 | .
Cc1cc(C(=O)N2CCC(n3cnc4ccccc43)CC2)no1 | 2 | -6 | 0
CCCCN1CCCCC1C(=O)Nc1c(C)cccc1C (stereo unspecified) | -3&-4&-2 | -13&-10&-1 | -4
CC(C)(C)c1cc2nc(-c3ccccc3F)cc(C(=O)NCCN3CCCCC3)n2n1 | -7 | 12 | -6
Cc1c(CCC#N)c(N2CCCC2)n2c(nc3ccccc32)c1C#N | -12 | 23 | -10
CCOc1ccc(CN2CCC(n3nccc3NC(=O)Cc3ccccc3)CC2)cc1 | -6 | 1 | .
O=C(c1ccc(-c2ccccc2)cc1)C1CCCN(C(=O)c2ccc3nccnc3c2)C1 (stereo unspecified) | -3 | 4 | -5
COc1ccc(C=C2NC(=S)N(Cc3ccco3)C2=O)cc1 | -1 | 7 | -1
Cc1nc(NCCO)c2c3c(sc2n1)CCCC3 | 4 | -3 | 5
Cn1ccnc1CN(C(=O)c1cccc(Cn2cccn2)c1)C1CC1 | 3 | 0 | .
O=C(Nc1ccnn1C1CCN(C(=O)C23CC4CC(CC(C4)C2)C3)CC1)C1CCOC1 (stereo unspecified) | -8 | 2 | -2
Cn1nc2n(c1=O)CC(C(=O)N1C[C@@H]3[C@H](C1)[C@H]1CC[C@@H]3O1)CC2 (stereo partly specified) | -2 | -1 | .
Cc1cc(C)n(-c2cc(N3CCN(C(=O)c4ccco4)CC3)ncn2)n1 | 0 | -7 | -2
O=c1oc2ccccc2c(Nc2ccccc2)c1[N+](=O)[O-] | -8 | 0 | -3
Cn1cc(/C=C/C(=O)Nc2cc(C3CCC(C(C)(C)C)CC3)[nH]n2)c(=O)n(C)c1=O (stereo unspecified) | -4 | 9 | -14
Cc1cc(C(=O)NN=CC2CCCCC2)c(C)o1 | -6 | 2 | .
O=C(Cc1cccs1)N(CCn1cccn1)c1nc2ccccc2s1 | -4 | 3 | -4
CCc1ccc(NC(=O)Cn2c(-c3nnc(CC)o3)cc3ccccc32)cc1 | -6 | 1 | -10
CCOC(=O)Cc1csc(NC(=O)CSc2nnc(-c3ccncc3)n2-c2ccc(F)cc2)n1 | -6 | 1 | .
Cc1ccc(N2CCNC(C)C2=O)c(C)c1 (stereo unspecified) | 2 | 0 | .
COc1ccccc1C1=NN(C(=O)c2ccccc2)C(c2ccc(Br)cc2)C1 (stereo unspecified) | -3 | -3 | -7
O=C(NC1=NCCS1)c1sc(-c2ccco2)nc1-c1ccccc1 | -8 | 0 | .
